Screening results from PubChem BioAssay.
C diff HTS: C. difficile growth inhibition. AID 1259249. growth activity, negative = inhibition, % at 16 µg/mL (by protocol). 86,000 tested, 0.25% active. Clostridium difficile clinical isolate growth, OD600, 24 h; stronger effect = lower value;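 active = mean growth activity at or below -80% and every replicate also at or below -80%; inconclusive = mean at or below -80% but some replicate above -80%; inactive = mean growth activity above -80%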;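 also: 0% = DMSO wells and -100% = levofloxacin 16 µg/mL wells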
Tcruzi prolif: blocks T. cruzi growth in NIH3T3 culture; T. cruzi beta-gal in NIH3T3, GalScreen luminescence, 90 h; inhibition, % at 8.34 µM; 77,000 tested, 5.9% active; AID 624255;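 active = mean inhibition above about 93%, with at least 55% of replicates each passing it, limit read from the data, passing the limit was not always enough; inconclusive = only one of those two conditions holds; inactive = neither condition holds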
KDM4C inh: KDM4C (human) demethylase inhibition | Q9H3R0 | inhibition, % at 12.5 µM | 96,000 tested, 0.15% active | GST-KDM4C 2-372, H3K9me3 peptide, LANCE TR-FRET;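 active = mean replicate inhibition above about 25%, with at least 55% of replicates also reaching it, limit read from the data, passing the limit was not always enough; inconclusive = only one of those two conditions met; inactive = neither condition met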
Target sequence (Q9H3R0 2-372 limits assumed): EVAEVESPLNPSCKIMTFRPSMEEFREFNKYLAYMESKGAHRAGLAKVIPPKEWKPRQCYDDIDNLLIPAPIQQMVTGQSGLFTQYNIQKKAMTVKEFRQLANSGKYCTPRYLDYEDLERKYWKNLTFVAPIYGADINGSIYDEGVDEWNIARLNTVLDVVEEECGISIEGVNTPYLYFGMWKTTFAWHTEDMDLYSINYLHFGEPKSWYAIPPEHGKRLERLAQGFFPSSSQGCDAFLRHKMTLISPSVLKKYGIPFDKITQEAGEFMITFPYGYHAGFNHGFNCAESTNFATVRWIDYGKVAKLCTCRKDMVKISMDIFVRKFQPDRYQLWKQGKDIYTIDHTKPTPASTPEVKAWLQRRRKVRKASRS
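Test system – GST-tagged GASC-1 (JMJD2C) catalytic fragment, aa 2-372 · Medium – HEPES buffer, pH 7.5, plus ascorbate · Reagent – H3K9me3 peptide with Fe(II)/2OG · Compound – one test concentration per compound · Timing – 30 min reaction, 60 min detection, RT · Technique – TR-FRET with Eu antibody and ULight streptavidin, EDTA stop · Read-out basis – inhibition from TR-FRET ratio decrease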
Pf Dd2 growth: inhibitors of Plasmodium falciparum Dd2 growth; P. falciparum Dd2 growth, SYBR Green, 72 h; stronger effect = lower value; activity change, % at 10 µM; 94,000 tested, 2.3% active; AID 1159554; in the data active = activity change below about -80%; inconclusive = no clear call, values can overlap the other calls
The depositor's hits bear a star; ? = inconclusive; / = no result given; & = joins results of further samples.

SMILES	C diff HTS	Tcruzi prolif	KDM4C inh	Pf Dd2 growth
CCC(=O)N1C[C@@H](C)[C@@H](OC)CN(C)C(=O)c2cc(NC(=O)c3ccccc3)ccc2OC[C@@H]1C	/	-17.4	0.2	-37.2
Cc1noc(C)c1S(=O)(=O)N(C)C[C@H]1Oc2ccc(NC(=O)Nc3ccc4c(c3)OCO4)cc2CC(=O)N([C@@H](C)CO)C[C@H]1C	-6.6	-12.8	-1.8	17.0
O=C(NCC[C@H]1CC[C@H](NC(=O)C2CC2)[C@@H](CO)O1)Nc1ccc(C(F)(F)F)cc1	-99.4*	-6.5	-0.6	-16.6
C[C@H]1CN([C@@H](C)CO)C(=O)c2cc(NS(=O)(=O)c3ccc(F)cc3)ccc2O[C@@H]1CN(C)CC1CC1	11.2&-2.1	/	-0.3	-30.9
OC[C@@H]1[C@@H](c2ccc(-c3ccccc3F)cc2)[C@H]2CN(Cc3ccncc3)CCCCN12	-4.0	103.8*	3.4	-46.1
O=C(NCc1ccc(F)cc1)[C@@H]1[C@@H](CO)[C@@H]2Cn3c(cccc3=O)[C@@H]2N1CCC(F)(F)F	6.3	143.5*	1.4	/
C[C@H](NC(=O)C[C@@H]1CC[C@H]2[C@@H](COC[C@H](O)CN2C)O1)c1ccccc1	2.6&-3.2	-47.7	-1.7	11.5
C[C@H]1CCCCO[C@H](CN(C)C(=O)c2ccccc2)[C@@H](C)CN([C@@H](C)CO)C(=O)c2cc(NC(=O)C3CCCCC3)ccc2O1	-2.3	21.5	0.4	-18.3
COc1ccc(C#Cc2ccc3c(c2)[C@H]2[C@H](CCN2S(=O)(=O)c2cccc(OC)c2)[C@H](CO)N3C)cc1	-5.4	78.0	0.9	-29.7
O=C(C[C@H]1CC[C@@H](NC(=O)Cc2ccccn2)[C@@H](CO)O1)NCCc1ccncc1	/	-27.9	-1.5	9.1
CO[C@@H]1CN(C)C(=O)c2cc(NC(=O)C3CC3)ccc2OC[C@H](C)N(C(=O)c2ccccn2)C[C@@H]1C	/	-27.2	-1.2	/
Cc1ccc(S(=O)(=O)Nc2ccc3c(c2)C(=O)N([C@@H](C)CO)C[C@@H](C)[C@H](CN(C)Cc2ccc4c(c2)OCO4)OCCCC[C@@H](C)O3)cc1	-1.1	48.9	-0.4	-60.1
O=C(CN1CCOCC1)N1CCCCN2[C@@H](CO)[C@@H](c3ccc(-c4ccccc4)cc3)[C@@H]2C1	0.0	91.2*	-0.6	1.0
COc1ccccc1S(=O)(=O)N[C@H]1C=C[C@H](CC(=O)NCc2cccc(F)c2)O[C@H]1CO	6.7	16.0	0.0	-7.5
C/C=C/c1ccc([C@@H]2[C@H](C#N)N(C(=O)CN3CCOCC3)[C@H]2CO)cc1	-27.6	64.7	-1.4	7.0
COc1ccccc1-c1ccc2c(c1)[C@@H]1[C@@H](CCN1C(=O)C1CC1)[C@H](CO)N2	-6.5	?	1.3	2.9
CN(C)CCCNC(=O)C[C@@H]1C=C[C@H](NC(=O)c2ccccc2F)[C@H](CO)O1	/	-31.1	1.1	5.2
C[C@H]1CN([C@@H](C)CO)C(=O)c2cc(NC(=O)C3CCCCC3)ccc2O[C@@H]1CN(C)CC1CC1	-3.0	-6.8	4.3	-11.2
Cc1ccccc1S(=O)(=O)N1C[C@@H]2N[C@H](C1)C2c1ccc(-c2cccc(C(=O)N(C)C)c2)cc1 (stereo partly drawn)	4.2	/	-1.7	-36.4
COc1ccc(C#Cc2ccc([C@H]3[C@@H](CO)N4C(=O)CN(C(=O)c5cccnc5)C[C@H]34)cc2)cc1	-5.6	/	0.3	-18.7
O=C(C[C@H]1CC[C@@H](NC(=O)c2cccnc2)[C@@H](CO)O1)NCc1ccc(Cl)c(Cl)c1	/	-0.6	0.6	8.9
CCNC(=O)C[C@H]1CC[C@@H]2[C@H](COC[C@@H](O)CN2C(=O)C2CC2)O1	-2.2	9.8	-1.3	1.9
C/C=C/c1ccc([C@@H]2[C@H](CO)N(S(C)(=O)=O)C23CN(C(=O)CC)C3)cc1	-3.4	/	-0.4	-5.1
C[C@@H]1CN([C@@H](C)CO)C(=O)c2cccc(NS(=O)(=O)c3ccc(Cl)cc3)c2O[C@H]1CN(C)Cc1ccc(C(=O)Nc2ccccc2N)cc1	2.3	/	1.0	-79.3
Cc1noc(C)c1NC(=O)Nc1ccc2c(c1)CC(=O)N([C@H](C)CO)C[C@H](C)[C@H](CN(C)Cc1ccc(-c3ccccc3)cc1)O2	-3.4	19.0	-1.1	-4.7
CN(C)C(=O)C[C@@H]1C=C[C@@H](NC(=O)C2CC2)[C@H](CO)O1	1.0	/	3.7	/
Cc1noc(C)c1NC(=O)Nc1cccc2c1O[C@@H](CN(C)C(=O)NC1CCCCC1)[C@@H](C)CN([C@@H](C)CO)C2=O	-1.3	0.3	-0.2	19.7
CC(C)(C)[S@@](=O)N1Cc2cc(C(=O)NCc3ccccc3F)nc(-c3cccc(-c4cncnc4)c3)c2[C@H]1CCO	/	45.2	/	-60.2
C[C@@H]1CN([C@H](C)CO)C(=O)c2c(c3ccccc3n2C)-c2ccccc2CO[C@@H]1CN(C)S(=O)(=O)c1ccccc1C#N	1.7	44.3	-0.2	-56.8
CN1CCN(C(=O)C[C@H]2CC[C@H]3[C@@H](COC[C@@H](O)CN3C(=O)C3CCOCC3)O2)CC1	-4.0&-4.0	4.0	0.3	24.0
Cc1cccc(-c2ccc([C@@H]3[C@H]4CN(S(=O)(=O)c5cccc(F)c5)CC(=O)N4[C@H]3CO)cc2)c1	57.2	/	-1.5	-38.8
COc1ccc(NC(=O)N(C)C[C@@H]2OCCCC[C@H](C)Oc3ccc(NS(=O)(=O)c4ccc(C)cc4)cc3C(=O)N([C@H](C)CO)C[C@@H]2C)cc1	/	60.2	-0.1	-11.4
C[C@H](CO)N1C[C@H](C)[C@@H](CN(C)C(=O)Cc2ccncc2)Oc2ncc(C#CC3(O)CCCC3)cc2C1=O	-8.4	-15.9	-0.2	3.7
CC(C)NC(=O)Nc1cccc2c1O[C@H](CN(C)S(=O)(=O)c1cccs1)[C@H](C)CN([C@@H](C)CO)C2=O	5.2	40.9	-1.0	-5.9
O=C(C[C@@H]1CC[C@@H]2[C@H](COC[C@H](O)CN2CC2CCCC2)O1)NCc1ccc(Cl)cc1	-7.3	/	4.8	-67.5
C[C@@H]1CN([C@H](C)CO)S(=O)(=O)c2ccc(C#Cc3cccnc3)cc2O[C@H]1CN(C)C	-1.3	15.7	-0.6	-25.0
CN(C)C(=O)c1cccc(-c2ccc3c(c2)[C@H]2[C@H](CCN2C(=O)C2CCCC2)[C@@H](CO)N3)c1	-2.9	/	3.3	-72.9
N#C[C@H]1[C@@H](c2ccccc2-c2cccc(F)c2)[C@H](CO)N1C(=O)C1CCCC1	-3.4	/	0.0	-25.1
O=C(C[C@@H]1CC[C@@H]2[C@H](COC[C@@H](O)CN2Cc2ccc(F)cc2)O1)N1CCc2ccccc2C1	14.0	21.2	2.8	0.6
CCC(=O)Nc1ccc2c(c1)OC[C@@H](C)N(Cc1nccs1)C[C@H](C)[C@@H](OC)CN(C)C2=O	-0.6	-23.0	1.2	5.7
C[C@@H]1CN([C@@H](C)CO)C(=O)c2cc(C#CC3CC3)cnc2O[C@H]1CN(C)Cc1ccncc1	1.5	30.1	1.5	2.6
C[C@@H]1CCCCO[C@@H](CN(C)S(=O)(=O)c2cccs2)[C@@H](C)CN([C@H](C)CO)C(=O)c2cc(NC(=O)Nc3ccc(F)cc3)ccc2O1	4.4	-25.3	0.5	-2.5
COc1ccc(S(=O)(=O)Nc2ccc3c(c2)C(=O)N([C@@H](C)CO)C[C@@H](C)[C@H](CN(C)C(=O)C2CCCCC2)OCCCC[C@@H](C)O3)cc1	-2.6	25.8	0.9	9.5
CCS(=O)(=O)Nc1ccc2c(c1)C(=O)N(C)C[C@@H](OC)[C@H](C)CN(CCC(F)(F)F)[C@H](C)CO2	/	11.5	2.0	-38.0
C[C@H]1CN([C@@H](C)CO)C(=O)c2cc(C#Cc3ccccc3F)cnc2O[C@@H]1CN(C)C(=O)Cc1ccccc1	-19.2	58.7	0.8	-40.7

Among those listed so far, 2 have a thiophene ring, fused or not:
SMILES	C diff HTS	Tcruzi prolif	KDM4C inh	Pf Dd2 growth
CC(C)NC(=O)Nc1cccc2c1O[C@H](CN(C)S(=O)(=O)c1cccs1)[C@H](C)CN([C@@H](C)CO)C2=O	5.2	40.9	-1.0	-5.9
C[C@@H]1CCCCO[C@@H](CN(C)S(=O)(=O)c2cccs2)[C@@H](C)CN([C@H](C)CO)C(=O)c2cc(NC(=O)Nc3ccc(F)cc3)ccc2O1	4.4	-25.3	0.5	-2.5

(more compounds)
SMILES	C diff HTS	Tcruzi prolif	KDM4C inh	Pf Dd2 growth
CO[C@@H]1CN(C)C(=O)c2cc(NC(C)=O)ccc2OC[C@@H](C)N(S(=O)(=O)c2cn(C)cn2)C[C@H]1C	/	7.1	0.6	6.8
CC(C)NC(=O)N(C)C[C@H]1OCCCC[C@@H](C)Oc2ccc(NS(=O)(=O)c3ccc(Cl)cc3)cc2C(=O)N([C@H](C)CO)C[C@H]1C	9.3	-68.6	-0.1	/
CCCN(C)C[C@H]1Oc2ncc(-c3cccnc3)cc2C(=O)N([C@H](C)CO)C[C@@H]1C	-2.2	35.7	1.5	-20.7
COCC#Cc1cnc2c(c1)C(=O)N([C@H](C)CO)C[C@@H](C)[C@@H](CN(C)S(=O)(=O)c1cccc(OC)c1)O2	1.2	16.7	-2.3	18.6
CCC(=O)N1[C@H](CO)[C@H](c2ccc(-c3cccc(F)c3)cc2)[C@@H]1CNC(C)=O	-4.9	8.7	-2.1	28.3
O=C(C1CCC1)N1CC[C@@H]2[C@H](CO)Nc3ccc(C#Cc4ccc(F)cc4)cc3[C@@H]21	56.8	/	-3.3	-60.0
CCNC(=O)Nc1ccc2c(c1)C(=O)N(C)[C@H]1CC[C@H](CC(=O)NCCN3CCCC3)O[C@@H]1CO2	2.6	11.5	-1.0	10.0
C[C@@H]1CN([C@@H](C)CO)C(=O)c2cc(NC(=O)C3CCCCC3)ccc2O[C@@H](C)CCCCO[C@@H]1CN(C)S(=O)(=O)c1ccc(F)cc1	-1.4	36.3	-1.0	-81.8*
CN1C(=O)c2cc(NC(=O)Cc3cccs3)ccc2OC[C@H]2O[C@@H](CC(=O)NCC3CCCCC3)CC[C@H]21	-5.4	21.1	0.7	-14.7
COc1cccc(NC(=O)N[C@@H]2CC[C@H](CC(=O)Nc3ccc(-c4ccccc4)cc3)O[C@H]2CO)c1	/	-23.5	0.6	-1.3
CCNC(=O)[C@H]1[C@H](CO)[C@H]2Cn3c(ccc(C4=CCCCC4)c3=O)[C@H]2N1CC1CC1	2.9	42.6	7.0	10.8
O=C(C1CCCC1)N1C[C@@H]2[C@H](c3ccccc31)[C@H](CO)N2C(=O)c1cccnc1	-0.7	1.0	0.8	-1.4
C[C@@H]1CN([C@@H](C)CO)C(=O)c2cc(NC(=O)Nc3ccc(F)cc3)ccc2O[C@@H](C)CCCCO[C@@H]1CN(C)S(=O)(=O)c1ccc(Cl)cc1	3.7	33.8	-0.7	?
C[C@H]1CCCCO[C@H](CN(C)S(=O)(=O)c2ccc(Cl)cc2)[C@@H](C)CN([C@@H](C)CO)C(=O)c2cc(NC(=O)NC3CCCCC3)ccc2O1	2.0	87.3	-1.7	/
C[C@@H]1CN([C@H](C)CO)C(=O)Cc2cc(NS(=O)(=O)c3cccs3)ccc2O[C@@H]1CN(C)C(=O)NC1CCCCC1	-2.7	13.1	-0.7	23.2
COc1ccc(S(=O)(=O)Nc2ccc3c(c2)C(=O)N([C@@H](C)CO)C[C@H](C)[C@@H](CN(C)C(=O)NC2CCCCC2)OCCCC[C@H](C)O3)cc1	0.7	76.5	-1.4	-67.2
C/C=C/c1ccc([C@@H]2[C@@H](CO)N(C(=O)NCCC)[C@H]2CNC(=O)C2CC2)cc1	9.9	16.2	-2.8	9.4
COc1cccc(-c2ccc3c(c2)O[C@H](CN(C)Cc2cncnc2)[C@H](C)CN([C@@H](C)CO)S3(=O)=O)c1	-6.5	96.7*	-4.9	1.4
COc1ccc(NC(=O)Nc2ccc3c(c2)[C@H]2C[C@H](CC(=O)NCC4CC4)O[C@H](CO)[C@H]2O3)cc1	0.3	-4.3	0.4	-2.2
C[C@@H]1CN([C@@H](C)CO)C(=O)Cc2cc(N(C)C)ccc2O[C@H]1CN(C)Cc1ccc(Oc2ccccc2)cc1	6.5	111.3*	7.5	4.9
CCCC#Cc1cnc2c(c1)C(=O)N([C@@H](C)CO)C[C@H](C)[C@@H](CN(C)S(=O)(=O)c1ccccc1)O2	-13.8	78.9	0.7	-60.4
